ELG1 genotox – qHTS screen for small molecules that induce genotoxicity in human embryonic kidney (HEK293T) cells expressing luciferase-tagged ELG1 | HEK293T ELG1-luciferase reporter, luminescence, 16 h | Potency, µM (series often up to 46 µM), for inactives: top-dose activity change, positive = activation, most hits filed as activators | 1.3% of 330,000 active | AID 504466, 2011; further: potency means the concentration at half of the fitted maximal effect; % of control where 0% means no effect; nearly all actives have a fitted effect of over 60% in size
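Luminescence read-out: rising ELG1-luciferase signal, reflecting elevated ELG1 protein under genetic stress, flags genotoxic compounds. Cells were treated for 16 hr at 37 °C before ONE-Glo detection.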
S-ASM inh – Inhibitors of Secretory Acid Sphingomyelinase (S-ASM): qHTS. Potency, µM (doses to about 57.5 µM), inactives show at the highest dose activity change, negative = inhibition, most hits filed as inhibitors. Sphingomyelin phosphodiesterase (Homo sapiens), P17405. 0.006% of 340,000 active. placental ASM, HMU-PC fluorogenic substrate, 60 min. AID 504937, 2011; further: potency means the concentration at half of the fitted maximal effect
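Fluorogenic HMU-PC substrate (9 uM final) is turned over by placental ASM in 60 min at 37 C after a 10 min compound preincubation. Reaction ended by alkaline stop (pH 10), with fluorescence read at 386/447 nm.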
Eya2 phos inh – qHTS Assay for Inhibitors of the Phosphatase Activity of Eya2. 0.006% of 330,000 active. Potency, µM (highest dose often 76.9 µM), for inactives: at the top dose activity, negative = inhibition, usual class: inhibitors. recombinant Eya2, OMFP fluorescence dephosphorylation (OMFP is methylfluorescein phosphate). Protein phosphatase EYA2 (Homo sapiens), O00167; further: potency means the concentration at half of the fitted maximal effect; on the % scale 0 is the no-effect control and ±100 the full control effect
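Eya2 (0.2 uM) preincubated 10 min at ambient with compound, then OMFP substrate added at 50 uM; 10 min reaction in 50 mM HEPES pH 7.5, 50 mM NaCl, 5 uM MgCl2, 0.05% BSA, 1 mM DTT. Fluorescence read at Ex 485/Em 525 nm.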
USP2a inh – qHTS Assay for Inhibitors of Ubiquitin-specific Protease USP2a Using CHOP2 as the Reporter. USP2 core, Ub-CHOP2 coupled fluorogenic reporter, 485/531. Potency, µM (series often up to 38.3 µM), for inactives: at the highest dose activity change, negative = inhibition, usual class: inhibitors. 0.01% of 330,000 active. Ubiquitin carboxyl-terminal hydrolase 2 (Homo sapiens), O75604;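 further: potency means the concentration at half of the fitted maximal effect; plate controls were DMSO wells for no effect and full inhibition by NEM control for full effect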
Target sequence (O75604 whole entry, looked up): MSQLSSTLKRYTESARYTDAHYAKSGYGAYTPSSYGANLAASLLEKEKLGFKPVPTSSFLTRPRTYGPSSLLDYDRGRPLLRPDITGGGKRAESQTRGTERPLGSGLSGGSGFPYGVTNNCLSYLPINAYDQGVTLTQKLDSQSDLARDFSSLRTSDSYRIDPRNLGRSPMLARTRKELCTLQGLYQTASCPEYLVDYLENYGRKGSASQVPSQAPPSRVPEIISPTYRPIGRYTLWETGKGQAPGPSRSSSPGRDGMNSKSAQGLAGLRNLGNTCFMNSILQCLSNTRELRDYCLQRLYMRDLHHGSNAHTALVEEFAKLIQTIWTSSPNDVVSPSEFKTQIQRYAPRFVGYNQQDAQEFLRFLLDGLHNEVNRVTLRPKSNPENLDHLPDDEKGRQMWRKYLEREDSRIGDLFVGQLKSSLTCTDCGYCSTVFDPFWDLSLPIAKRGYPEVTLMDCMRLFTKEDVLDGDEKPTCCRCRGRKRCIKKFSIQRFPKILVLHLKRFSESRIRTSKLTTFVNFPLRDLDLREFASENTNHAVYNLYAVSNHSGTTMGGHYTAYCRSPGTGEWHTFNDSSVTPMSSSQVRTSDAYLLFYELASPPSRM
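Deubiquitinase activity read as fluorescence (485/531 nm) after Ub-CHOP2 cleavage activates the enterokinase reporter on its substrate; USP2 core 10nM, Ub-CHOP2 and substrate 25nM each, 30min compound preincubation then 60min RT; data normalized to NEM, curves fitted.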
BRCA1 expr up – qHTS Assay to Identify Small Molecule Activators of BRCA1 Expression | MCF7-BRCA1-FFLuc reporter, luminescence, 48 h; response scale: scaled: vehicle 0%, 10 µM genistein 100% | Potency, µM (doses to about 46.1 µM), for the others: at the top dose activation, most hits filed as activators | 1.1% of 380,000 active | AID 624202, 2012; further: potency means the concentration at half of the fitted maximal effect; nearly all actives have a fitted effect of over 80% in size; some results filed as inactive show a strong effect at the top dose
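Quantitative HTS in MCF7 cells stably reporting BRCA1 expression via firefly luciferase. Compound treatment lasts 48 h at 37 °C in phenol-red free MEM. Activation is expressed relative to genistein at 10 microM and DMSO.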
B2AR arrestin – qHTS assay of beta-arrestin-biased ligands of beta2-adrenergic receptor; 0.02% of 330,000 active; Beta-2 adrenergic receptor (Homo sapiens), P07550; Potency, µM (highest dose often 46.1 µM), without a hit: at the highest dose activation, actives largely listed as activators; beta-arrestin recruitment to beta2AR, cell-based reporter;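 further: potency means the concentration at half of the fitted maximal effect; 0% = DMSO controls and full agonism = EC100 isoproterenol or metaproterenol; nearly all actives have a fitted effect of over 65% in size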
PTAP TSG101 blk – qHTS Assay for Iinhibitors of HIV-1 Budding by Blocking the Interaction of PTAP/TSG101 | Fluorescence polarization, FITC-PTAP peptide / Tsg101 binding | Tumor susceptibility gene 101 protein (Homo sapiens), Q99816 | 340,000 tested, under 10 active | Potency, µM (highest dose often 115 µM), for the others: top-dose activity change, negative = inhibition, actives largely listed as inhibitors; active means well fitted inhibition curve with a large enough effect in the main read-out, with a control signal flat, not every such curve was filed as active; inconclusive means small, poorly fitted or top-dose-only effect, or effect the other way, or a change in a side signal; inactive means no such curve, though single readings can be large or run the other way; further: potency means the concentration at half of the fitted maximal effect; % of control where 0% means no effect
Target sequence (Q99816 whole entry, looked up): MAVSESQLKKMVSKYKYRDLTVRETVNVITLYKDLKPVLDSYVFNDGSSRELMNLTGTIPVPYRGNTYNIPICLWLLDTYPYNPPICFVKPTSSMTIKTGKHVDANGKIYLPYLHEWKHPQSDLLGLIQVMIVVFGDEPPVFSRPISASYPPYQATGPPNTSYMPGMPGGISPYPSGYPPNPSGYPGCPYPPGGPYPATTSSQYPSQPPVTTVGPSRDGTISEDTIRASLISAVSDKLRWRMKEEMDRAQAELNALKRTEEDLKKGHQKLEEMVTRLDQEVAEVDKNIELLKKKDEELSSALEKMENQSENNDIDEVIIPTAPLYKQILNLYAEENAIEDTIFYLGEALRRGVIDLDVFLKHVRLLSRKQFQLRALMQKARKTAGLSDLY
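Fluorescence anisotropy tracks displacement of a FITC-tagged PTAP peptide (50 nM) from the Tsg101 binding domain (10 uM), following a 20 min room-temperature incubation at pH 7.5.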
TRPV1 agonist – HTS Assay for Compounds that Act as Agonists of the Vanilloid Receptor 1; TRPV1-expressing cells, Fluo-8 calcium influx, agonist mode; activation, % at 8.33 µM; 0.19% of 320,000 active; AID 540275, 2011; in the data active means activation above about 80%; inconclusive means between about 30% and that limit; further: 0% is about no effect
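TRPV1-expressing cells were cultured overnight at 35.5C and loaded with Fluo-8 calcium dye for 40 to 90 min at room temperature. After a 10 s baseline, compound was added and calcium influx was read kinetically for 3 min (ex 480/em 520 nm).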
p53 reactivator – qHTS assay for re-activators of p53 using a Luc reporter. Potency, µM (series often up to 92.2 µM), for the others: at the top dose activity change, positive = activation, most hits filed as activators. 0.063% of 320,000 active. H1299 p53-A138V BP100-luciferase reporter, luminescence, 24 h; further: potency means the concentration at half of the fitted maximal effect; % of control where 0% means no effect; nearly all actives have a fitted effect of over 45% in size
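H1299 (p53-null), stable ts p53-A138V + BP100-Luc; 1000 cells/well, Opti-MEM/10% FBS; cpd 4 pt, 1:5; 24 h, 37 deg C, 5% CO2; detection reagent 10 min RT; luminescence.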
uPA generation – qHTS for Inhibitors of Cell Surface uPA Generation; cell surface uPA generation assay, qHTS; AID 540303, 2011; 0.31% of 330,000 active; Potency, µM (doses to about 38.3 µM), for inactives: at the highest dose activity change, negative = inhibition, usual class: inhibitors; active means well fitted inhibition curve with a large enough effect; inconclusive means small, poorly fitted or top-dose-only effect; inactive means no such curve, though single readings can be large or run the other way; tested in mouse RAW 264.7 cells; further: potency means the concentration at half of the fitted maximal effect; on the % scale 0 is the no-effect control and ±100 the full control effect; nearly all actives have a fitted effect of over 55% in size
Integrin act MD – qHTS for Activators of Integrin-Mediated Alleviation for Muscular Dystrophy; Potency, µM (series often up to 38.3 µM), for the others: top-dose activation, actives largely listed as activators; alpha7betagal myoblasts, beta-gal FDG fluorescence, 48 h; AID 624291, 2012; 0.064% of 350,000 active;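 further: potency means the concentration at half of the fitted maximal effect; 100% = response of the positive control SU9516; nearly all actives have a fitted effect of over 60% in size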
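Alpha7betagal+/- myoblasts (passage 13) were plated 16-24 hr, then exposed to compounds (1:260 dilution of DMSO stock) for 48 hours at 37C. After MPER lysis, β-galactosidase reporter activity was read as FDG fluorescence (ex 480/em 540) after 30 minutes.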
* = called active by the depositor; ? = inconclusive; . = not tested or not shown; [ ] = dose if it differs, or a comment. Unless noted, the call rests on the fitted dose curve; in most records, active means well fitted curve in the direction sought with a large enough effect; inconclusive means small, poorly fitted or top-dose-only effect, or another doubt; inactive means no such curve, though single readings can be large; an effect the other way counts as inactive or inconclusive. Compounds were not picked by outcome. About 2.6% of those tested had a hit in this group.

SMILES	ELG1 genotox	S-ASM inh	Eya2 phos inh	USP2a inh	BRCA1 expr up	B2AR arrestin	PTAP TSG101 blk	TRPV1 agonist	p53 reactivator	uPA generation	Integrin act MD
CC1CCCCC12NC(=O)N(CC(=O)N1CCN(c3ccccc3)CC1)C2=O (centres undefined)	-1%	-1%	-2%	6%	-7%	-1.0%	-5%	.	1%	0%	7%
C=CCN1C(=O)C(Cc2cccc(Cl)c2)S/C1=N/N=C/c1ccco1 (centres undefined)	?	-2%	-8%	-1%	-39%	-0.2%	-8%	7	-8%	.	-4%
CC(C)CNC(=O)C1CCN(Cc2ccc(OCc3ccccc3)cc2)CC1	10%	-1%	0%	-2%	?	-0.3%	0%	3	?	-8%	-37%
O=C(CSc1ccc(-c2ccccc2)nn1)NCC1CCCO1 (centres undefined)	2%	4%	-12%	-1%	12%	0.2%	-3%	5	4%	1%	19%
O=C(NC1CCCCC1)c1ccccc1NC(=O)C1CC(=O)N(c2ccccc2)C1 (centres undefined)	-3%	-2%	4%	0%	1%	0.0%	0%	0	-19%	.	13%
CN(C)C(=O)N1CCN(C(=O)N(C)C)CC1	8%	9%	19%	5%	21%	0.1%	-3%	-1	1%	1%	19%
C=CCNC(=O)N1CCC(CO)(Cc2ccc(Cl)cc2)CC1	-5%	1%	-2%	2%	-23%	0.2%	2%	11	-1%	-8%	10%
Cn1cc(S(=O)(=O)NCc2cccs2)c(=O)n(C)c1=O	1%	0%	13%	4%	3%	-0.5%	-3%	.	0%	7%	7%
CC(C)[C@H](NC(=O)[C@H](Cc1ccccc1)n1c(=O)[nH]c2ccccc2c1=O)C(=O)N1CCC[C@@H]1C(=O)O	-1%	12%	-16%	0%	23%	-0.8%	-3%	-3	8%	6%	10%
COc1cc2c(cc1OC)C(C)N(C(=O)Cn1ncc3c1-c1ccccc1OC3)CC2 (centres undefined)	-2%	-1%	-2%	-1%	5%	0.2%	-7%	0	-5%	15%	19%
O=C(c1cc2ccccc2o1)N(Cc1ccco1)Cc1cccs1	0%	.	8%	0%	-20%	0.1%	0%	?	1%	-28%	?
O=C(NNC(=O)c1ccccc1-n1cccc1)c1ccccc1	-2%	2%	-2%	0%	-29%	-0.4%	1%	.	-7%	7%	18%
Cc1csc(NC(=O)CCc2c(C)nc3cc(-c4ccc(Cl)cc4)nn3c2C)n1	-15%	36%	-2%	2%	-32%	-0.6%	-1%	10	-15%	-12%	-7%
O=C(CSc1nc2ncccc2[nH]1)Nc1ccc2c(c1)OCCO2	24%	0%	9%	2%	58%	-0.3%	-6%	-6	7%	-2%	-10%
CC1CCN(c2ccc3c(c2)S(=O)(=O)c2cccc(C(=O)NCc4ccc(F)cc4)c2C3=O)CC1	-1%	?	14%	2%	31%	-0.3%	?	?	25%	2%	6%
NC(=O)c1ccc(NC(=O)CN2C(=O)NC3(CCCCCCC3)C2=O)cc1	2%	3%	-5%	-3%	-36%	0.0%	0%	.	-3%	4%	7%
O=C(NCC1CCCO1)c1cc(C(=O)C2CCCCC2)c[nH]1 (centres undefined)	7%	-2%	0%	0%	6%	-0.3%	1%	12	10%	6%	18%
COc1ccccc1NC(=O)c1c(C)nn(-c2ccccc2)c1Cl	-4%	-6%	-20%	-5%	15%	-1.1%	0%	?	10%	6%	0%
CC(=O)c1c[nH]c(C(=O)NCC2CCCO2)c1 (centres undefined)	0%	2%	4%	-1%	-3%	-0.4%	-6%	.	-7%	-1%	15%[7.66 µM]
CSc1ccc(NC(=O)c2cccnc2)cc1C#N	8%	-3%	-4%	0%	71%	0.2%	4%	7	-3%	3%	5%
COc1cc(OC)cc(C(=O)N(Cc2cc3cc(C)ccc3[nH]c2=O)C(C)C)c1	3%	-7%	-12%	-7%	-14%	-0.2%	-2%	-8	-13%	3%	-4%
O=C(COC(=O)c1ccc([N+](=O)[O-])o1)c1ccccc1	0%	1%	1%	2%	-25%	-0.4%	-4%	-3	2%	0%	-14%
COc1ccc(OC)c2c1CC(C)(C)NC2=O	9%	6%	0%	1%	5%	-0.8%	-5%	0	4%	9%	12%
Cc1ccc(S(=O)(=O)NCCSc2ncccn2)cc1	-4%	4%	1%	-2%	-1%	0.3%	-10%	20	0%	-5%	0%
CC(=O)N1CCC(=O)N(C(C)C)c2ccccc21	0%	1%	7%	1%	-10%	2.3%	1%	-2	-4%	-1%	1%
Cc1csc(NC(=O)CSc2nnc(-c3cc(C)on3)o2)n1	3%	-8%	-1%	2%	41%	-0.1%	0%	1	9%	-13%	15%
CC(C)NC(=O)c1cc2c(s1)CCCC2	10%	4%	-14%	-2%	34%	-0.2%	-5%	3	10%	-4%	-20%
Nc1nonc1-n1nnc(C(=O)N/N=C/c2cccc(Cl)c2Cl)c1CN1CCCC1	12%	-2%	-7%	-1%	-33%	0.1%	-2%	3	-3%	1%	-18%
CN(C(=O)C12CC3CC(CC(C3)C1)C2)C1(C)CCS(=O)(=O)C1 (centres undefined)	.	-1%	.	.	14%	.	-1%	8	.	-6%	-7%
COCCn1nnnc1C(c1ccc(OC)cc1OC)N1CCN(c2ccccc2)CC1 (centres undefined)	5%	4%	8%	-1%	-8%	-0.7%	-4%	0	-1%	4%	-1%
OCCCNCc1ccc(-c2ccccc2)cc1	-5%	2%	4%	1%	-3%	0.0%	-1%	2	-6%	-8%	-62%[inhibitor]
O=C(COc1ccc(Cl)cc1)NN=C1CCCCCCC1	1%	1%	1%	1%	13%	-0.3%	-3%	3	3%	-2%	-22%
Fc1ccc(CSc2ccc3nnc(-c4cccnc4)n3n2)cc1	2%	-3%	13%	3%	0%	0.3%	-7%	2	-3%	-13%	1%
Clc1ccc(CNc2ncnc3[nH]ncc23)cc1Cl	.	3%	.	.	-27%	.	-4%	.	.	-2%	0%
OCCCN1c2ccccc2Nc2nnc(-c3ccccc3)cc21	?	0%	?	1%	?	0.6%	-3%	7	?	-9%	6%
COc1ccc(C(CNC(=O)c2ccc(NS(=O)(=O)c3ccccc3)cc2)N2CCOCC2)cc1 (centres undefined)	-1%	13%	-16%	0%	2%	-0.2%	-4%	-5	3%	-7%	31%
COc1ccc(NC2=Nc3ccccc3N3C2=Nc2c(c(C)nn2-c2ccc(C)cc2)C3c2cccnc2)cc1 (centres undefined)	3%	76%[activator]	3%	2%	-23%	-0.2%	-11%	3	0%	7%	2%
O=C(CCCCCBr)N1CCC(CC2CC(c3ccc(Cl)cc3)=NO2)(C(=O)NCC2CCCCC2)CC1 (centres undefined)	-2%	-1%	3%	2%	28%	-0.6%	0%	4	.	1%	6%
CCC(C)OC(=O)C1C(c2ccccc2)C(C(=O)O)C1c1ccccc1 (centres undefined)	2%	-1%	-4%	2%	-6%	0.0%	-10%	-1	-5%	.	31%
COC(=O)CCC(=O)N1CCc2cc(S(=O)(=O)N3CCN(c4ccccc4Cl)CC3)ccc21	-1%	-2%	-24%	-1%	-11%	-0.4%	-4%	-3	-13%	8%	-5%
CCOc1ccccc1N1CCN(C(=O)CCCc2nc3ccccc3s2)CC1	-9%	-1%	-5%	4%	-28%	-0.3%	1%	?	7%	-1%	11%
CC(CCc1ccccc1)NC(=O)COC(=O)CC1CC2CCC1C2 (centres undefined)	-1%	2%	-26%	3%	-33%	-0.2%	-2%	?	-11%	4%	-16%
COc1ccc(CNS(=O)(=O)c2ccc(F)cc2Br)cc1	.	2%	.	.	-1%	.	-2%	.	.	-12%	10%

Single values from above:
Reading of CCC(C)OC(=O)C1C(c2ccccc2)C(C(=O)O)C1c1ccccc1 (centres undefined) in TRPV1 agonist: -1
Reading of OCCCNCc1ccc(-c2ccccc2)cc1 in Integrin act MD: -62%[inhibitor]

Screening results from PubChem.
